# ATXN2 expr inh: inhibitors of ATXN2 expression; AID 1745845; Potency, µM (series often up to 57 µM), without a hit: at the top dose activity change, negative = inhibition, actives largely listed as inhibitors; HEK-293 ATXN2-luciferase reporter, luminescence, 24 h; 0.72% of 360,000 active; note: potency is the fitted concentration of half-maximal effect; % is set by controls: 0 for no effect and ±100 for the full control effect; nearly all actives have a fitted effect of over 55% in size
#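 qHTS (up to 57 uM final) was run with 24 h compound exposure of reporter cells at 37 °C. Each well was multiplexed: SteadyGlo luminescence measured ATXN2-luciferase expression after a fluorogenic Gly-Phe-AFC viability readout (25 uM final).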
# ATXN viability: viability counter-screen for ATXN expression inhibitors; S2 cells (HEK-293 line with an ATXN2-luciferase reporter) viability, CellTiter-Fluor protease fluorescence, 24 h; Potency, µM (titrated, usually from 56.7 µM), actives largely listed as cytotoxic; 0.49% of 400,000 active; AID 651635; note: potency is the fitted concentration of half-maximal effect; nearly all actives have a fitted effect of over 40% in size
# HT1080 IDH1KD tx: kills HT-1080 cells with IDH1 knockdown | HT-1080 IDH1 knockdown viability, ATP luminescence, 48 h | Potency, µM (top dose mostly 46.1 µM), inactives show top-dose activity, negative = toxicity, most hits filed as cytotoxic | 2% of 360,000 active | AID 686971;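 note: potency is the fitted concentration of half-maximal effect; 0% = DMSO wells and -100% = cell-free medium wells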
#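 Luminescent ATP read-out (CellTiter-Glo, 10 min at room temperature) after 48 h compound exposure at 37 °C gave viability of IDH1-knockdown HT-1080 cells. Activity was normalised to DMSO and cell-free wells, then fitted as concentration-response curves.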
# SW480 rereplic: inducers of DNA re-replication in SW480 colon cancer cells; Potency, µM (highest dose often 46.1 µM), for the others: at the highest dose re-replication activation, most hits filed as activators; AID 624297; 1.8% of 340,000 active; SW480 DNA re-replication, Hoechst DNA content imaging, 48 h; note: potency is the fitted concentration of half-maximal effect; % of control where 0% means no effect; nearly all actives have a fitted effect of over 55% in size
#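 First, 250 cells per well were seeded. Next, compound or vehicle (23 nL) was pinned in, plates sat 48 hr at 37 C. Finally Hoechst was added for 40 min before fluorescence scanning.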
# IL1B secr inh: inflammasome signaling inhibition, IL-1 beta readout. THP-1 LPS/ATP IL-1B secretion, AlphaLISA, 16 h; active compounds read low. activity change, % at 57.5 µM. 4.7% of 360,000 active. AID 743279; in the data active = activity change below about -50%; inconclusive = mostly about -30% to -49%; note: % is set by controls: 0 for no effect and ±100 for the full control effect
#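 Secreted IL-1B measured by AlphaLISA bead assay after 16 h compound exposure of THP-1 cells; compounds (final up to 57.5 uM) added 1 h before LPS (250 ng/mL) and ATP (1.25 mM) stimulation; lower signal means less secretion.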
# HepG2 tox: kills HepG2 cells in TGF-b inhibitor counter-screen. Potency, µM (doses to about 46.1 µM), inactives show top-dose activity change, negative = cytotoxicity, hits mostly cytotoxic. 0.76% of 410,000 active. HepG2 CAGA-GFP viability, ATP luminescence, 18 h. AID 588856; note: potency is the fitted concentration of half-maximal effect; some results filed as inactive show a strong effect at the top dose
#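 CellTiter-Glo luminescence gave cytotoxicity after 18 hours at 37 degrees C. The cells were HepG2 CAGA-GFP in 1% FBS DMEM, stimulated with 500 pg/mL TGF-beta after compound addition. %Activity was normalised to no-cell wells (complete cell-killing) and DMSO (no toxicity), and curves were fitted and classified.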
# KB-3-1 cytotox: KB-3-1 parental cell cytotoxicity; Potency, µM (titrated, usually from 46.1 µM), inactives show at the top dose activity change, negative = cytotoxic, usual class: cytotoxic; KB-3-1 viability, CellTiter-Glo ATP luminescence, 72 h; 1.4% of 400,000 active; note: potency is the fitted concentration of half-maximal effect; % is set by controls: 0 for no effect and ±100 for the full control effect; nearly all actives have a fitted effect of over 60% in size
#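 KB-3-1 parental drug-naive adenocarcinoma cells in DMEM/10% FBS, incubated 72 h at 37 C with pin-transferred compounds across a concentration series. Viability by CellTiter-Glo luminescence; concentration-response curves fitted after normalization.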
# HT1080NT lethal: kills 2HG-producing HT-1080-NT fibrosarcoma cells; Potency, µM (doses to about 46.1 µM), inactives show at the highest dose activity, negative = less viability, actives largely listed as cytotoxic; 1.6% of 360,000 active; AID 686970; HT-1080-NT fibrosarcoma viability, CellTiter-Glo ATP luminescence, 48 h;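 note: NT is the 2HG producing partner of a matched IDH1 knockdown line; potency is the fitted concentration of half-maximal effect; 0% = DMSO-treated cells and -100% = media-only wells without cells; nearly all actives have a fitted effect of over 55% in size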
#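 A 48-hour cytotoxicity screen used HT-1080-NT cells plated 2 hours before compound delivery. ATP-based CellTiter-Glo luminescence measured viability, normalized to DMSO and no-cell controls.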
# MCF10A rereplic: inducers of DNA re-replication in MCF 10A breast cells. MCF 10A DNA re-replication, Hoechst nuclear intensity, 48 h. Potency, µM (titrated, usually from 46.1 µM), for inactives: top-dose activity, positive = re-replication, actives largely listed as activators. 2.9% of 350,000 active; note: potency is the fitted concentration of half-maximal effect; % of control where 0% means no effect; nearly all actives have a fitted effect of over 50% in size
# * hit, by the source's call; i = inactive; ? = inconclusive; nt = not tested or not shown; [ ] = another dose, or the depositor's remark. Unless noted, calls come from the whole dose curve; as a rule, active = well fitted curve in the direction sought with a large enough effect; inconclusive = small, poorly fitted or top-dose-only effect, or another doubt; inactive = no such curve, though single readings can be large; an effect the other way counts as inactive or inconclusive.
# Values in the order – ATXN2 expr inh	ATXN viability	HT1080 IDH1KD tx	SW480 rereplic	IL1B secr inh	HepG2 tox	KB-3-1 cytotox	HT1080NT lethal	MCF10A rereplic
COc1ccc(C#CC2=CC(=O)CC(C)(C)C2)cc1
    15%	?	-9%	nt	0	-30%	0%	-13%	nt
CCCNC(=O)OCc1cccnc1Sc1ccc(C)cc1
    32%[11.3 µM]	i	-12%	-5%	3	8%	14%	0%	-3%
Cc1nn(C)c(C)c1-c1c(C#N)c(N)nc2c1CCCCCC2
    7%	i	3%	0%[9.22 µM]	0	-20%	2%	3%	-7%
O=C(CSc1nnnn1C1CCCC1)N1CCCc2ccccc21
    4%	i	-4%	-1%	-3	-4%	-2%	1%	5%
O=C(COC(=O)C1CCC1)Nc1cccc(S(=O)(=O)N2CCOCC2)c1
    -19%	i	1%	?	0	-9%	0%	-2%	1%
CCOc1ccc2nc(NC(=O)CS(=O)(=O)c3ccccc3)sc2c1
    0%	?	-21%	3%	0	1%	1%	-15%	1%
Cc1ccc(-c2cc(C(=O)N3CCN(c4ncccn4)CC3)c3ccccc3n2)cc1
    27%	i	?	7%	-17	-31%	-17%	?	?
Cc1cc(C)cc(NC(=O)OCCN2CCN(Cc3ccccc3)CCC2=O)c1
    -3%	i	0%	-2%	-1	-19%	5%	-1%	2%
COc1cccc(-c2cc(C(F)(F)F)n3ncc(C(=O)N4CCc5ccccc5C4)c3n2)c1
    -8%	i	16%	-2%	-9	-21%	11%	25%	20%
O=C(c1ccc(COc2c(F)c(F)c(F)c(F)c2F)o1)N1CCN(Cc2ccc3c(c2)OCO3)CC1
    -13%	i	-9%	1%	?	-18%	3%	-12%	?
N=c1n(Cc2ccccc2)c2ccccc2n1CC(O)c1ccco1 (stereo unspecified)
    -26%	i	-4%	-2%	-22	-28%	?	-22%	?
COc1ccc2oc(-c3ccccc3[N+](=O)[O-])cc(=O)c2c1
    -3%	i	6.5µM*	8.2µM*	27	-8%	?	8.2µM*	6.5µM*
COCCOC(=O)c1c(C)nc(SCC(=O)Nc2ccc(C)cc2)c(C#N)c1-c1ccco1
    1%	i	2%	3%[9.22 µM]	-4	-3%	-7%	4%	-2%
CCCCn1c(N)c(N(CCOC)C(=O)CN2C(=O)c3ccccc3C2=O)c(=O)[nH]c1=O
    4%	i	1%	0%	9	2%	nt	0%	-29%
Cc1cc(Br)ccc1NC(=O)CCCOc1cc(=O)n(C)c2ccccc12
    17%	?	-25%	nt	-13	-28%	-2%	-25%	nt
O=C(O)c1cn(Cc2ccccn2)c(=O)c2ccccc12
    nt	i	20%	1%	6	5%	2%	?	-3%
O=C(c1ccc(-c2cccc([N+](=O)[O-])c2)o1)N1CCN(c2ccc([N+](=O)[O-])cc2)CC1
    -15%	i	1%	4%	31	0%	6%	3%	1%
COc1ccccc1CNC(=O)CCn1c(=O)c2ccccc2n(CC(=O)Nc2ccc(C)cc2C)c1=O
    -3%	i	nt	nt	nt	-5%	3%	nt	nt
Cc1ccc(N(C(=O)CNC(=O)c2ccco2)C(C(=O)NC2CCCC2)c2ccncc2)c(C)c1 (stereo unspecified)
    2%	i	20%	21%	3	4%	-2%	8%	4%
O=C(NCc1ccc(Cl)cc1Cl)c1ccc2nc[nH]c2c1
    3%	i	6%	-9%	5	0%	-4%	1%	-1%

# Remaining list, next part
# Values in the order – ATXN2 expr inh	ATXN viability	HT1080 IDH1KD tx	SW480 rereplic	IL1B secr inh	HepG2 tox	KB-3-1 cytotox	HT1080NT lethal	MCF10A rereplic
O=C(N=Nc1c(O)[nH]c2ccccc12)c1cc(-c2cccs2)[nH]n1
    37%	i	10%	-5%	-11	14%	3%	-1%	0%
Cc1nnsc1C(=O)Oc1ccccc1Cl
    11%	i	nt	nt	nt	4%	-3%	nt	nt
CCOC(=O)CSc1nnc(CNC(=O)c2ccccc2OC)n1-c1ccc(OC)cc1
    -2%	i	22%	-4%	2	-13%	1%	2%	2%
COc1ccc(CNC(=O)C(C)N2CCN(c3ccc(C(C)=O)cc3)CC2)cc1 (stereo unspecified)
    6%	i	11%	11%	14	-12%	-7%	15%	18%
COc1ccc(C2C(C(=O)Nc3cccc(C)n3)c3ccccc3C(=O)N2C)cc1 (stereo unspecified)
    -1%	i	0%	-5%	-5	-2%	-4%	-13%	2%
CNc1cc(C(F)(F)F)nc(-c2ccccn2)n1
    7%	i	0%	-18%	6	-3%	-1%	5%	-1%
CC(C)c1ccc(N(CC(=O)NCCSC(C)(C)C)S(C)(=O)=O)cc1
    nt	nt	2%	-2%	-6	-8%	-9%	-2%	5%
CCOC(=O)CSc1nc2c(cnn2-c2ccc(Cl)cc2)c(=O)[nH]1
    1%	i	0%	-8%	17	-10%	-3%	4%	3%
CCCC(=O)c1ccc(N2CCN(S(=O)(=O)c3ccccc3)CC2)c(F)c1
    -19%	i	-3%	11%	16	-19%	?	1%	-2%
Cc1ccc2nc(SCC(=O)c3cc(C)n(C)c3C)[nH]c2c1
    13%	i	1%	-25%	-19	-13%	-1%	9%	21%
O=C(NCCCn1ccnc1)c1cnn2c1NC(c1ccccc1)CC2C(F)(F)F (stereo unspecified)
    -3%	i	-5%	-8%	-20	1%	-5%	12%	-3%
CCC1CCCCN1CC(=O)c1c(C)[nH]c2cc(C)ccc12 (stereo unspecified)
    -9%	i	-18%	-4%	45	-7%	-20%	-24%	9%
Cn1c(CC(=O)Nc2ccccc2Cl)nnc1SCC(=O)Nc1nncs1
    -2%	i	-3%	-1%	22	-18%	11%	-1%	-21%
CCN1C[C@@H]2[C@@H]3C(=O)N(Cc4ccccc4)C(=O)[C@@H]3[C@](Cc3ccccc3)(C1=O)N2C(=O)c1ccc(Cl)c(Cl)c1
    ?	?	2%	-28%	-29	-16%	?	-3%	?
COC(=O)c1ccccc1NC(=O)Cn1c(-c2nonc2N)nc2ccccc21
    -30%	?	0.32µM*	0.32µM*	43	-2%	0.63µM*	0.71µM*	0.16µM*
CCO[C@@H]1OC(C(=O)Nc2ccccc2)=C[C@H](c2ccc(Br)cc2)[C@H]1CCCO
    -4%	i	?	?	-2	-20%	-26%	?	17%
CN(C)c1ccc(C2CC(=O)C=C(Nc3ccccc3N)C2)cc1 (stereo unspecified)
    33%	i	2%	-10%	5	10%	18%	-5%	6%
COc1ccc(-n2c(C)cc(C(=O)CSc3nnc(-c4cccs4)o3)c2C)cc1
    -17%	i	-28%	9%	47	-17%	?	-18%	24%
COc1ccc(NC(=O)C[C@H]2C(=O)N(CCc3ccccc3)C[C@@H]2c2ccc(OC)cc2)cc1
    29%	?	-7%	nt	2	-26%	2%	2%	nt
COC(=O)c1cc(OC)c(OC)cc1N1C(=O)CC(C)(C)CC1=O
    -14%	i	26%	-1%	4	-3%	0%	18%	-13%

# The list goes on:
# Values in the order – ATXN2 expr inh	ATXN viability	HT1080 IDH1KD tx	SW480 rereplic	IL1B secr inh	HepG2 tox	KB-3-1 cytotox	HT1080NT lethal	MCF10A rereplic
Cc1ccc(Nc2nc(NCCO)c3ccccc3n2)cc1C
    -20%	i	23µM*	?	-99*	-65%	0%	23µM*	?
COc1ccc(OC)c(S(=O)(=O)Nc2ccc(F)cc2)c1
    -3%	i	2%	-10%	-3	0%	-15%	1%	1%
CC(=O)c1ccc(NC(=S)Nc2ccc3cn[nH]c3c2)cc1
    14%	i	0%	14%	-73*	8%	3%	-2%	-10%
O=C(Cn1c(SCC(=O)Nc2ccc(F)cc2)nc2ccccc21)NCc1ccc(Cl)cc1
    -27%	?	nt	nt	nt	-98%	0%	nt	nt
O=C(COc1ccccc1Br)NC(=O)NC1CCCC1
    49%[activator]	i	11%	15µM*	-16	-4%	-3%	15%	-15%
CCN(CC)CCN1C(=O)/C(=C\c2ccc(Cl)c([N+](=O)[O-])c2)SC1=Nc1ccc(OC)cc1
    32µM*	nt	3.3µM*	3.7µM*	-99*	20µM*	?	2.6µM*	?
O=C(COC(=O)Cc1ccc(Br)cc1)Nc1ccc(N2CCOCC2)cc1
    -7%	i	0%	4%	0	3%	-7%	-8%	9%
CCN(Cc1ccccc1)C(=O)Cc1c[nH]c2ccccc12
    -9%	i	-13%	-4%	-7	-22%	-1%	-5%	16%
O=C(NCC(F)(F)F)[C@H]1O[C@@H](n2ccc(=O)[nH]c2=O)[C@H](O)[C@@H]1O
    5%	i	-4%	nt	-5	-24%	?	20%	nt
Cc1ccc(NC(=O)c2cn3c4c(ccc(Cl)c4c2=O)OC(C)C3)c(C)c1 (stereo unspecified)
    5%	i	nt	nt	nt	0%	3%	nt	nt
CN(C)c1ccc(C(CNS(=O)(=O)c2ccc3ccccc3c2)c2c[nH]c3ccccc23)cc1 (stereo unspecified)
    22%	i	0%	-6%	-17	15%	-18%	-2%	?
COc1ccc(NS(=O)(=O)c2ccc3c(c2)NC(=O)CO3)c(OC)c1
    -7%	i	-1%	3%	-15	0%	-1%	17%	1%
Cc1cc2nc(-c3ccc(C#N)cc3)c(Cc3cccc(F)c3)n2c(C)c1Br
    ?	i	-28%	nt	-16	-13%	0%	-22%	nt
O=C(CCC(=O)c1cccs1)OCC(=O)N1CCN(C(=O)c2ccco2)CC1
    8%	i	10%	1%	12	-7%	1%	7%	-5%
O=C(CC1(O)C(=O)N(Cc2ccc3c(c2)OCO3)c2ccccc21)c1ccccc1 (stereo unspecified)
    -4%	i	-22%	?	-10	-35%	?	-18%	?
O=C(Nc1cc(S(=O)(=O)N2CCOCC2)ccc1O)c1ccc(S(=O)(=O)N2CCCCC2)cc1
    nt	?	2%	-3%	-5	-7%	4%	13%	13%
CCOc1ccc2cc(C#N)c(SCC(=O)N3CCOCC3)nc2c1
    55%[activator]	i	0%	-3%	-7	-12%	14%	1%	1%
C[C@H]1CN([C@@H](C)CO)C(=O)c2cccc(NC(=O)c3cnccn3)c2O[C@@H]1CN(C)C(=O)Nc1ccc2c(c1)OCO2
    2%	i	10%	2%	15	-15%	17%	12%	7%
